Assay outcomes as filed in PubChem.
HT1080 IDH1KD tx: qHTS for induction of synthetic lethality in tumor cells producing 2HG: qHTS for the HT-1080-IDH1KD cell line; 2% of 360,000 active; Potency, µM (highest dose often 46.1 µM), for the others: at the top dose activity, negative = toxicity, usual class: cytotoxic; HT-1080 IDH1 knockdown viability, ATP luminescence, 48 h; AID 686971, 2013;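 further: potency means the concentration at half of the fitted maximal effect; 0% = DMSO wells and -100% = cell-free medium wells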
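IDH1KD HT-1080 cells, 750/well, RPMI + 5% FBS; compound pinned after 2 h settling; 48 h, 37 °C; CellTiter-Glo luminescence; % activity normalised to DMSO and no-cell wells; curves fitted, classed by r2 and efficacy.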
GLP-1R agonist: qHTS of GLP-1 Receptor Agonists. Glucagon-like peptide 1 receptor (Homo sapiens), P43220. HEK293 GLP-1R CRE-luciferase, luminescence, 4-6 h; cells express a hypersensitive GLP-1R form. Potency, µM (series often up to 45.6 µM), for the others: at the highest dose activation, usual class: activators. 0.007% of 380,000 active; further: potency means the concentration at half of the fitted maximal effect; % of control where 0% means no effect
Target sequence (P43220 whole entry, looked up): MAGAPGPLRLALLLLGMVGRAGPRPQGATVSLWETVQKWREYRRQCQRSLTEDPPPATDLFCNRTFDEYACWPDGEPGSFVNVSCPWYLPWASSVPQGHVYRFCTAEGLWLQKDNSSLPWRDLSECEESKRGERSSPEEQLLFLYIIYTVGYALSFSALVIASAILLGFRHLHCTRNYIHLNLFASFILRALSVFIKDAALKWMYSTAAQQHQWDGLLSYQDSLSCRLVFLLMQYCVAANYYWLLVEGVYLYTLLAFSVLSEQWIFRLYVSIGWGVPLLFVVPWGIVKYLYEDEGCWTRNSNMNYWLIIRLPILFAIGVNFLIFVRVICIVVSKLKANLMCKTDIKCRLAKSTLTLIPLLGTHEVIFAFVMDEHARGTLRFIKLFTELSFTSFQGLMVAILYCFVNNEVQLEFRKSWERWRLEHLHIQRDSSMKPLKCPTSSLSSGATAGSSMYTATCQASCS
DRD3 antagonist: qHTS of D3 Dopamine Receptor Antagonist: qHTS. 2.5% of 360,000 active. D3R cells, DiscoveRx beta-arrestin luminescence, antagonist mode; hits give low values. D(3) dopamine receptor (Homo sapiens), P35462. max response, negative = inhibition, %; in the data active means max response below about -50%; inconclusive means no clear call, values can overlap the other calls; further: on the % scale 0 is the no-effect control and ±100 the full control effect; mostly tested at two doses, the higher about 12 µM
Target sequence (P35462 whole entry, looked up): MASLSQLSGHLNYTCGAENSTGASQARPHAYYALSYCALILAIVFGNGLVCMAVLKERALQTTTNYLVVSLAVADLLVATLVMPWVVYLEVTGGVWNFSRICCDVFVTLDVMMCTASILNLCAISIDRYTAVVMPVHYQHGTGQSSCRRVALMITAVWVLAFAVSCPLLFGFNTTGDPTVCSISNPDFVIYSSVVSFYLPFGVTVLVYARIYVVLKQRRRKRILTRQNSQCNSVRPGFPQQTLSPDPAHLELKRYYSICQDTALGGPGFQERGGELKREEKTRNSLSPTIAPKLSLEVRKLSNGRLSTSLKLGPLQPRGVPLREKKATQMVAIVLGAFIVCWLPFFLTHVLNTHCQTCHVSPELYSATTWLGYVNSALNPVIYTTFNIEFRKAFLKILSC
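Cells expressing the human receptor were seeded at 1500 cells/well, incubated overnight at 37 degrees C in 5% CO2, then exposed to library compounds with dopamine controls for 90 minutes at 37 degrees C before luminescent detection.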
HT1080-NT tox: qHTS for induction of synthetic lethality in tumor cells producing 2HG: qHTS for the HT-1080-NT fibrosarcoma cell line. 1.6% of 360,000 active. Potency, µM (highest dose often 46.1 µM), for the others: at the highest dose activity, negative = less viability, most hits filed as cytotoxic. HT-1080-NT fibrosarcoma viability, CellTiter-Glo ATP luminescence, 48 h;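 further: NT is the 2HG producing partner of a matched IDH1 knockdown line; potency means the concentration at half of the fitted maximal effect; 0% = DMSO-treated cells and -100% = media-only wells without cells; nearly all actives have a fitted effect of over 55% in size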
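Compounds were tested in concentration-response format on HT-1080-NT cells for 48 hours at 37 degrees C. Cell viability came from CellTiter-Glo luminescence; curves were classified by r2, response magnitude and activity.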
KB-V1 cytotox: qHTS assay for MDR1-selective chemotherapeutics: Primary screen using the drug-selected MDR subline cells KB-V1 | KB-V1 MDR cells viability, CellTiter-Glo, 72 h | Potency, µM (top dose mostly 46.1 µM), without a hit: at the highest dose activity change, negative = cytotoxicity, usual class: cytotoxic | 3.4% of 400,000 active | AID 1347076, 2019; further: potency means the concentration at half of the fitted maximal effect; on the % scale 0 is the no-effect control and ±100 the full control effect; nearly all actives have a fitted effect of over 60% in size
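Following 72 h at 37 degrees C with compound, KB-V1 cell viability was read by CellTiter-Glo luminescence, medium being phenol-red-free DMEM plus 10% FBS; concentration-response parameters came from normalized, curve-fitted qHTS data.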
SW480 rereplic: A quantitative high throughput screen for small molecules that induce DNA re-replication in SW480 colon adenocarcinoma cells; AID 624297, 2012; Potency, µM (series often up to 46.1 µM), inactives show at the highest dose re-replication activation, usual class: activators; 1.8% of 340,000 active; SW480 DNA re-replication, Hoechst DNA content imaging, 48 h; further: potency means the concentration at half of the fitted maximal effect; % of control where 0% means no effect; nearly all actives have a fitted effect of over 55% in size
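Readout is total intensity of Hoechst-stained nuclei, excited at 405 nm and collected at 500-530 nm. Compound treatment lasted 48 hr at 37 C in 5% CO2 before staining.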
DRD3 agonist: qHTS of D3 Dopamine Receptor Agonist: qHTS; D(3) dopamine receptor (Homo sapiens), P35462; D3R DiscoveRx beta-arrestin cells, luminescence, 90 min; max activation, %; 0.58% of 410,000 active; in the data active means max activation above about 30%; further: 0% is about no effect; mostly tested at two doses, the higher about 12 µM
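Cells at 1500/well, incubated overnight, then treated with pinned compounds (dopamine as control) for 90 min at 37 degrees C. DiscoveRx reagent added for 30 - 60 minutes at room temperature; luminescence read.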
KB-3-1 tox: qHTS assay for MDR1-selective chemotherapeutics: Primary screen using the parental adenocarcinoma cell KB-3-1; KB-3-1 viability, CellTiter-Glo ATP luminescence, 72 h; Potency, µM (titrated, usually from 46.1 µM), without a hit: at the top dose activity change, negative = cytotoxic, most hits filed as cytotoxic; 1.4% of 400,000 active; further: potency means the concentration at half of the fitted maximal effect; on the % scale 0 is the no-effect control and ±100 the full control effect; nearly all actives have a fitted effect of over 60% in size
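KB-3-1 cells, DMEM (no phenol red) + 10% FBS; compound by pin transfer, 72 h, 37 °C. Readout: CellTiter-Glo luminescence after 10 min. Data normalized, curve-fitted.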
IL-1B inflam inh: qHTS for Inhibitors of Inflammasome Signaling: IL-1-beta AlphaLISA Primary Screen; activity change, % at 57.5 µM; THP-1 LPS/ATP IL-1B secretion, AlphaLISA, 16 h; hits give low values; 4.7% of 360,000 active; in the data active means activity change below about -50%; inconclusive means mostly about -30% to -49%; further: on the % scale 0 is the no-effect control and ±100 the full control effect
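Secreted IL-1B measured by AlphaLISA bead assay after 16 h compound exposure of THP-1 cells; compounds (final up to 57.5 uM) added 1 h before LPS (250 ng/mL) and ATP (1.25 mM) stimulation; lower signal means less secretion.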
Active calls of the source: *; i = inactive; ? = inconclusive; . = no result given; & = joins results of further samples; [ ] = another dose, or the depositor's remark. Unless noted, the call rests on the fitted dose curve; in most records, active means well fitted curve in the direction sought with a large enough effect; inconclusive means small, poorly fitted or top-dose-only effect, or another doubt; inactive means no such curve, though single readings can be large; an effect the other way counts as inactive or inconclusive.

SMILES | HT1080 IDH1KD tx | GLP-1R agonist | DRD3 antagonist | HT1080-NT tox | KB-V1 cytotox | SW480 rereplic | DRD3 agonist | KB-3-1 tox | IL-1B inflam inh
COC(=O)c1cc(C)sc1NC(=O)C1C2C=CC(CC2)C1C(=O)O (stereo not drawn) | 1% | -14% | 4 | -3% | ? | ? | -4 | -3% | 16
COC(=O)CCC1(C(N)=O)CCC(=O)c2ccccc21 (stereo not drawn) | 27% | 4% | 24 | 16% | 0% | -4% | 2 | -3% | 14
O=C(COc1ccccc1)N=C1SC2CS(=O)(=O)CC2N1c1cccc(F)c1 (stereo not drawn) | 1% | -4% | 7 | -5% | -11% | 18% | -15 | -7% | 7
Cc1ccccc1-n1nc2c(c1NC(=O)C(C)(C)C)CS(=O)(=O)C2 | 12% | 0% | -3 | 25% | 18% | -2% | 5 | 9% | 0
CCCCC[C@@H]1CCCCC[C@@H](O)C[C@@H](O)[C@@H](O)/C=C/C(=O)O1 | 5% | -3% | 4 | 0% | -8% | . | -5 | 4% | -15
COC(=O)N1C2CCCCC2=NN(c2ccccc2)N1C(=O)OC (stereo not drawn) | ? | 0% | -20 | ? | 1% | . | -8 | 0% | 1
CC(C)(C)c1ccc(OCC(=O)NCc2ccco2)cc1 | -11% | 20% | 17 | -9% | 1% | -6% | 0 | 16% | -15
CCCCNC(=O)C[C@@H]1C[C@@]2(C(=O)OCC)CCCC=C2N(CCC2=CCCCC2)C1=O | -19% | . | 8 | ? | ? | . | -2 | -11% | -2
N=C1CCCN1CC(=O)c1ccc(Cl)cc1 | 15% | 1% | 9 | 12% | 10% | -129%[inhibitor] | -4 | 2% | 10
COC(=O)CC1SC(=O)NC1=Nc1ccccc1 (stereo not drawn) | -2% | -6% | 8 | 3% | 1% | -6% | -4 | 3% | 14
O=C(NCCc1ccccc1)C(=O)NCCC1CCCCN1S(=O)(=O)c1ccccc1 (stereo not drawn) | -2% | -2% | -27 | -1% | -6% | 1% | 1 | 2% | ?
CCN(Cc1ccccc1)C(=O)c1cccc(OC2CCN(C(=O)C3CC3)CC2)c1 | -3% | -2% | 0 | -5% | 24% | 3% | -5 | -26% | ?
C=CCNCCOCCOc1ccc(C)cc1[N+](=O)[O-] | 11% | 0% | -13 | 7% | -16% | 0% | 0 | 0% | 0
Cc1cccc(NC(=O)CCNS(=O)(=O)c2cc(Br)cnc2N)c1C | -3% | -5% | -15 | 1% | -32% | 29% | -6 | -1% | -8
CCC1Oc2ccc(Cl)cc2N(CC(=O)O)C1=O (stereo not drawn) | -5% | 1% | 5 | 1%[9.24 µM] | 27% | 1% | 0 | 1% | 5
Cc1c(C2CC(=O)N(c3ccccc3)C2=O)[nH]n(-c2ccccc2)c1=O (stereo not drawn) | 9% | -14% | 7 | 12% | -11% | 0% | 1 | -1% | 7
CN(Cc1ccon1)C(=O)C1CCN(C2CCN(CCCc3ccccc3)CC2)CC1 | 0% | 0% | 8 | -2% | 20% | 2% | -2 | -4% | -1
CCCNS(=O)(=O)c1ccc(CCC(=O)N2CCN(c3ccc(OC)cc3)CC2)cc1 | 10%[9.24 µM] | -1% | -11 | -22% | 21µM* | 0% | 1 | -2% | -17
Cn1c(SCC(=O)Nc2ccc(F)cc2)nc2c(c1=O)SCC2 | 1% | 0% | -4 | -3% | ? | -34%[inhibitor] | 2 | 4% | i
Cc1ccc(C)c(NC(=O)CSc2nnc(-c3ccncc3)n2N)c1 | 1% | -6% | -70* | -4% | 17% | -2% | -3 | 15% | 22
S=C(Nc1cccnc1)N1CCN(c2ccccc2Cl)CC1 | 0% | -1% | -26 | -1% | ? | 1% | -24 | -2% | -7
Cc1cc(C)cc(N(CC(=O)N2CCn3c2nc2ccccc23)S(=O)(=O)c2c(C)noc2C)c1 | 7% | 0% | -11 | 18% | 3% | -2% | 5 | 6% | 20
O=C(NNc1c(Cl)cncc1Cl)c1cccs1 | 15% | 8% | 12 | 9% | ? | -11% | 3 | 17% | 20
Cc1ccc(CC(=O)NCCc2ccc(S(N)(=O)=O)cc2)cc1 | -15% | 0% | -16 | -5% | -16% | -3% | 0 | 3% | -10
COC(=O)[C@]1(Cc2ccccc2)N[C@H](c2ccc(SC3CCCCC3)c(OC)c2)[C@@H]2C(=O)N(C)C(=O)[C@@H]21 | 0% | 8% | ? | 23% | 5% | ? | -24 | ? | -10

Next compounds:
SMILES | HT1080 IDH1KD tx | GLP-1R agonist | DRD3 antagonist | HT1080-NT tox | KB-V1 cytotox | SW480 rereplic | DRD3 agonist | KB-3-1 tox | IL-1B inflam inh
Cc1ccc(NC(=O)CSC2=C(C#N)C(c3ccco3)CC(=O)N2)cc1 (stereo not drawn) | -2% | 2% | 19 | 5% | ? | 3% | 1 | ? | -14
CN(C)S(=O)(=O)n1cc(/C=C(\NC(=O)c2ccccc2Cl)C(=O)N2CCOCC2)c2ccccc21 | 6% | 0% | -17 | -4% | ? | 2% | -3 | 11% | -18
CC(C)c1ccccc1NC(=O)CNC(C)c1ccc(F)cc1 (stereo not drawn) | -8% | 7% | 3 | -12% | 3% | -25% | -3 | -5% | -21
Nc1nc(SCc2ccc([N+](=O)[O-])cc2)nc2nc3c(cc12)CCCC3 | -11% | 3% | -11 | 3% | -24% | 15% | 6 | 5% | -5
COCCOC(=O)C1=C(N)OC2=C(C(=O)CC(C)(C)C2)C1c1cccnc1 (stereo not drawn) | 4% | -7% | 1 | 1% | 10% | -1% | 4 | 18% | 18
CS(=O)(=O)c1ccc2nc(NC(=O)c3ccccc3Cl)sc2c1 | -10% | -7% | 0 | -5% | -18% | -80%[inhibitor] | -15 | -16% | -2
CC(C)n1c(SCc2ccc(Cl)cc2)nc2c1c(=O)[nH]c(=O)n2C | ? | 11% | -8 | ? | -1% | 2% | -6 | 0% | 0
CSc1ccccc1NC(=O)CSc1nncs1 | -13% | -1% | -9 | -2% | 7% | -27% | -2 | -3% | -9
Cc1ccc(C=Nc2ccccc2C(N)=O)cc1 | 5.6µM* | -5% | 5 | 7.1µM* | 5.8µM* | ? | -16 | 7.3µM* | 41
O=C(CCC(=O)c1cccs1)NCC(c1ccc(F)cc1)N1CCOCC1 (stereo not drawn) | 3% | -5% | -13 | 3% | 0% | -15% | -9 | 2% | 10
O=C(CNc1cccc(C(F)(F)F)c1)N/N=C/c1ccccc1C(=O)O | 0% | -5% | 0 | 3% | 4% | -6% | 5 | 21% | -3
CC[C@@]1(C(=O)OC)N[C@H](CN(C)S(=O)(=O)c2ccc(OC)cc2)[C@@H]2C(=O)N(C)C(=O)[C@@H]21 | 7% | -2% | 3 | 12% | 5% | ? | -14 | 5% | 16
C/C(=N\NC(=O)C(=O)Nc1cc(Cl)ccc1Cl)c1ccncc1 | 1% | 2% | -6 | 5% | -24% | -3% | -4 | 26% | 3
Cc1csc(SCC(=O)Nc2cccc(S(=O)(=O)N3CCCC3)c2)n1 | 3% | 1% | 7 | 9% | -21% | -8% | 5 | -3% | 14
Cc1cc(=O)[nH]c(SCC(=O)N2CCCc3ccccc32)n1 | -18% | -5% | 4 | 8% | -6% | -1% | 0 | -5% | 27
CC(NCC(=O)Nc1ccccc1C(=O)NC1CC1)c1cccs1 (stereo not drawn) | 14% | 18% | 6 | 22% | -4% | -2% | 12 | -4% | 5
c1ccc(N2CCN(c3nc4cc5c(cc4s3)OCO5)CC2)cc1 | -6%&10% | -6% | 1 | 8%&17% | 5% | 2% | 8 | -1% | -10
O=C(NC1(C(=O)NC2CCCCC2)CCCCC1)c1ccccn1 | -9% | 1% | -12 | -3% | 0% | -1% | 0 | -3% | -9
C=CCNC(=S)N1CCN(C2CCCCC2)CC1 | 1% | 5% | -9 | -9% | 8% | -4% | -4 | -19% | -2
Cc1cc(C)c(OCCOCCN(C)C)c(Br)c1 | -1% | -3% | -4 | -4% | -29% | 3% | -7 | 10% | 0
CCC/C(O)=C1\C(=O)CC(c2ccccc2)CC1=NC (stereo not drawn) | 12% | 0% | 2 | 10% | -13% | -12% | -1 | 19% | -13
COc1cccc(/C=N/Nc2nc(C)cc(=O)[nH]2)c1OC | -1% | 4% | 0 | 15% | 18% | 0% | -2 | 16% | 25
C/C(=N\NC(=O)COc1ccccc1[N+](=O)[O-])c1cccc(NC(=O)c2ccncc2)c1 | -2% | -17% | 56 | 0% | -18% | -2% | 7 | -5% | i
COCCNC(=O)C[C@H]1C[C@H]2c3cc(NS(=O)(=O)c4ccc(F)cc4)ccc3O[C@H]2[C@H](CO)O1 | -3% | 6% | 16 | 5% | 4% | . | 5 | 12% | 16

Whole records as entered above.
`Cc1cc(C)c(OCCOCCN(C)C)c(Br)c1` as listed: HT1080 IDH1KD tx: -1%; GLP-1R agonist: -3%; DRD3 antagonist: -4; HT1080-NT tox: -4%; KB-V1 cytotox: -29%; SW480 rereplic: 3%; DRD3 agonist: -7; KB-3-1 tox: 10%; IL-1B inflam inh: 0
`Cc1ccc(C=Nc2ccccc2C(N)=O)cc1` as listed: HT1080 IDH1KD tx: 5.6µM*; GLP-1R agonist: -5%; DRD3 antagonist: 5; HT1080-NT tox: 7.1µM*; KB-V1 cytotox: 5.8µM*; SW480 rereplic: ?; DRD3 agonist: -16; KB-3-1 tox: 7.3µM*; IL-1B inflam inh: 41
`CC(NCC(=O)Nc1ccccc1C(=O)NC1CC1)c1cccs1` (stereo not drawn) as listed: HT1080 IDH1KD tx: 14%; GLP-1R agonist: 18%; DRD3 antagonist: 6; HT1080-NT tox: 22%; KB-V1 cytotox: -4%; SW480 rereplic: -2%; DRD3 agonist: 12; KB-3-1 tox: -4%; IL-1B inflam inh: 5
